From PubChem BioAssay
Platelet DG rel: platelet dense granule release activity; human platelet-rich plasma, SFLLRN dense granule ATP release, luminescence; inhibition, %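 (compounds screened at 7.5 µM in platelet-rich plasma)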; hit rate 0.22% among 300,000; AID 1663;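 active = mean replicate score, as percent of positive control, at or above 50; inconclusive = mean below 50 but at least one replicate at or above 50; inactive = mean and every replicate below 50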
HSP90 inh: blocks HSP90-mediated luciferase refolding in reticulocyte lysate; Rabbit reticulocyte lysate, luciferase refolding luminescence, 3 h; inhibition, % at 5.6 µM; hit rate 0.91% among 290,000; AID 1789;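 active = inhibition above the screen-wide mean plus 3 SD, computed separately per campaign, cut at about 16% in these data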;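 note: 0% = DMSO wells and 100% = 60 µM geldanamycin wells; inhibitors lower the luminescence because luciferase stays unfolded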
GSK3 alpha inh: blocks human GSK-3 alpha kinase. hit rate 0.1% among 320,000. inhibition, % at 10 µM. ADP-Glo luminescence, 60 min. AID 2650;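 in the data active = inhibition above about 50%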;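 note: GST-tagged GSK-3 alpha with peptide substrate and 25 µM ATP; 0% = DMSO neutral wells and 100% = GW8510 positive control wells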
GSK3B inh: blocks human GSK3beta kinase activity; GST-GSK3beta kinase, ADP-Glo luminescence, 60 min; hits give low values; activity score (negative = inhibition), % at 10 µM; hit rate 0.038% among 300,000; AID 2097; P49841;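 active = more than half of replicate wells score below -50%, meaning over 50% inhibition versus plate controls; inconclusive = some replicates but at most half score below -50%; inactive = no replicate scores below -50%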;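 note: 0% = median DMSO wells and -100% = median GW8510 positive control wells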
Target sequence (P49841 whole entry, looked up): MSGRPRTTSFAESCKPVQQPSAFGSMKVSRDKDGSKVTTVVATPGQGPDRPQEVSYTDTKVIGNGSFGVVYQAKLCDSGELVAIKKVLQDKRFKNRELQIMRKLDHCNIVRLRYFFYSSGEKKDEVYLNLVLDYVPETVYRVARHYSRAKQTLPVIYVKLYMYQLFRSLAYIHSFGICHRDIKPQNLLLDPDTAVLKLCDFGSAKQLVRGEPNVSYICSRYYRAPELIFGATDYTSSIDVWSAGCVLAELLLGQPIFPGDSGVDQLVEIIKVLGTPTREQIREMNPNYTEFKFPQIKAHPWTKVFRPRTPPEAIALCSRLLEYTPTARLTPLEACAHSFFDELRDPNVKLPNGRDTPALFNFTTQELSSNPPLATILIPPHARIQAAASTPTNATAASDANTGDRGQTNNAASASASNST
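Assay system: GST-tagged human GSK3beta kinase, cell-free; Input: 1.6 ng GSK3beta; Medium: Tris/MgCl2 kinase buffer; Timing: 60 min enzyme reaction, room temperature; Signal: ADP-Glo luminescence quantifying ADP generated by kinase; Evaluation: score relative to plate controls; Benchmarks: DMSO neutral wells and GW8510 at 20 µM as positive.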
HDAC3 inhib: blocks human histone deacetylase 3 | O15379 | recombinant HDAC3, fluorogenic peptide/trypsin coupled, fluorescence | inhibition, % at 8.3 µM | hit rate 0.15% among 320,000; in the data active = inhibition above about 26%, passing the limit was not always enough; inconclusive = no clear call, values can overlap the other calls
Target sequence (O15379 whole entry, looked up): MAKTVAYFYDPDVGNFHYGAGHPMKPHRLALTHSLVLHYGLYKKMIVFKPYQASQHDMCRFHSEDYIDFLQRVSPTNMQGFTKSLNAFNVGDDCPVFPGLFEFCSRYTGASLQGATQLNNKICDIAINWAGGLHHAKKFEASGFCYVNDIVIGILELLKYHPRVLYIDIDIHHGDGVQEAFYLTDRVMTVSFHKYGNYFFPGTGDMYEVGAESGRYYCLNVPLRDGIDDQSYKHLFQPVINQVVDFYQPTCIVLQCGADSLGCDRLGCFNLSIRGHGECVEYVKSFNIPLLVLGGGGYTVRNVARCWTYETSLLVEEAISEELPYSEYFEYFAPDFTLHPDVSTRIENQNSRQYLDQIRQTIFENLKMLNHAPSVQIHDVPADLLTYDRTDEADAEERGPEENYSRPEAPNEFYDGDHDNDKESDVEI
HSF1 activator: increases HSF-1 driven luciferase reporter signal; activation, % at 9 µM; NIH3T3-HGL HSF-1 luciferase reporter, MG132, 8 h; 100% = twice DMSO control signal; hit rate 1.7% among 300,000; AID 504408;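 active = mean replicate activation of at least 50% with a set share of replicates each reaching 50%; inconclusive = only one of those two conditions met; inactive = mean below 50% and too few replicates reaching it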;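 note: 0% = median of the neutral control wells and 100% = twice that signal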
DYRK1A inh: Dyrk1A (rat) kinase inhibition; hit rate 0.43% among 310,000; inhibition, % at 12.5 µM; Q63470; ADP-Glo luminescence, NFATc1 peptide; in the data active = inhibition above about 50%;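 note: plate controls were vehicle with enzyme for no effect and no enzyme for full effect; many of its hits are not listed in these tables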
PolyA inhibitor: yeast polyadenylation inhibition; S. cerevisiae SKY197-pL101 polyadenylation reporter, beta-gal luminescence; efflux-impaired pdr1/pdr3 knockout yeast; score 100 = 6 SD above DMSO; calls only at 12 µM; hit rate 0.02% among 300,000; AID 1875;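 active = lowest replicate activity score at least 50, where 100 means six control SD above control mean; inconclusive = lowest score under 50 but half or more replicates reach 50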;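 note: yeast exposed to compound for 9 h at 30 °C; higher score means more reporter readthrough which indicates perturbed polyadenylation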
HSF1 inhib: HSF1 inhibition | NIH3T3-HGL HSE-luciferase, MG132-induced, luminescence 8 h; hits give low values | activity change, negative = inhibition, % at 7.5 µM (by protocol) | hit rate 0.77% among 300,000 | AID 2098;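 active = more than half of replicate wells show activity change below -50%, luminescence cut by over half; inconclusive = some wells, but at most half, below -50%; inactive = no replicate well below -50%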;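 note: luciferase reports HSF-1 transcriptional activity via heat shock element; 0% = median of DMSO wells and -100% = zero luminescence signal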
AI-2 QS mod: modulators of Vibrio harveyi AI-2 quorum sensing system; Vibrio harveyi JMH597 AI-2 luminescence/OD600 ratio, 9 h; hits give low values; strain lacks LuxN and CqsS sensors; 0 = neutral-control median; activity change, % at 7.5 µM; hit rate 0.4% among 300,000; AID 2094; in the data active = activity change below about -75%, passing the limit was not always enough; inconclusive = no clear call, values can overlap the other calls;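 note: luminescence divided by OD600 gain over 9 h not by final OD600 alone; inactives centre near 13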
Active calls of the source: *; i = inactive; u = inconclusive; x = no result given.

SMILES	Platelet DG rel	HSP90 inh	GSK3 alpha inh	GSK3B inh	HDAC3 inhib	HSF1 activator	DYRK1A inh	PolyA inhibitor	HSF1 inhib	AI-2 QS mod
CCOCCn1c(CN2CCN(c3cccc(Cl)c3)CC2)nc2c1c(=O)n(C)c(=O)n2C	9	0	-2	1	-6	-15	1	x	-2	13
COc1ccc(CNC(=O)COC(=O)c2c[nH]c(=O)[nH]c2=O)cc1OC	-58	-3	x	0	-2	-6	-1	i	-2	-5
COCCNc1nnc(SCC(=O)Nc2nnc(-c3ccccc3)o2)s1	5	x	0	-2	-5	8	11	i	-2	24
COc1ccc(S(=O)(=O)NCc2ccncc2)cc1NC(=O)c1ccccc1C	3	x	1	0	6	-1	-4	i	-5	25
Cn1c(SCCN2CCCC2)nnc1C1CCN(S(=O)(=O)c2ccc(F)cc2)CC1	-2	-5	-2	-2	0	5	-1	i	-4	21
N#Cc1c(-c2ccccc2)nc(SCC(=O)Nc2ccc(OC(F)(F)Cl)cc2)[nH]c1=O	16	-5	-2	-1	-9	1	2	i	-7	14
Cn1c(CNC(=O)C2CCCCC2)cc2cc(Cl)ccc21	-10	-5	1	-4	4	9	x	i	-2	10
CCOC1(OCC)N=C(N)C2(C#N)C(c3cccc(OC)c3OC)C12C#N (stereo not given)	0	2	6	4	9	-5	11	i	-3	7
Nc1c(NC(=O)CC[n+]2ccccc2)cccc1[N+](=O)[O-]	-3	6	2	0	-1	-57	-6	i	u	6
Cc1cccc(OCC(=O)NNC(=O)CCc2ccccc2)c1	-2	-1	x	1	x	14	-4	i	7	-41
COc1cc(-c2nc3cccc(C)n3c2NCC2CCCO2)ccc1O (stereo not given)	21	1	-1	3	-17	24	x	i	31	13
CN(CC(=O)Nc1ccccc1Br)C(=O)CCc1nc2ccccc2c(=O)[nH]1	-7	x	-2	0	7	-13	-6	i	-6	-2
O=C(CSc1nncc2ccccc12)Nc1ccc(C(=O)O)cc1	1	4	1	-2	2	-9	6	i	-5	4
CC1(C)COC2(OC1)C(=O)Nc1ccccc12	2	-1	-2	4	2	3	5	i	1	11
Cn1nnnc1SCC(=O)Nc1ccccc1[N+](=O)[O-]	9	-4	0	-1	5	-11	4	i	-3	7
CCCCn1c(N)c(N(CC(C)C)C(=O)CCNC(=O)c2ccccc2Cl)c(=O)[nH]c1=O	-3	x	1	-2	2	10	10	i	2	u
COC(=O)c1sc(S(=O)(=O)NCc2cccs2)c(C(=O)OC)c1C	-2	-1	0	0	x	11	2	i	-3	7
O=C(O)CSc1nnc(Cn2cnc3ccccc32)n1CCc1ccccc1	-1	-3	-1	-2	-6	-6	2	i	-5	26
CCN(CC(=O)Nc1ccccc1C(F)(F)F)C(=O)CN1C(=O)NC(C)(c2ccccc2)C1=O (stereo not given)	4	x	0	3	1	-2	6	i	-1	12
O=C(COC(=O)c1cccc(NS(=O)(=O)c2ccc(F)c(F)c2)c1)NC(=O)NC1CCCCC1	9	-3	3	-3	0	2	-3	i	11	26
CCOC(=O)CCC(=O)N1CCOCCOCCN(C(=O)CCC(=O)OCC)CCOCC1	-1	-2	-1	2	6	2	-1	i	7	23
Cc1c(Cl)cccc1NC(=S)NCc1ccc2c(c1)OCO2	24	0	-1	-2	5	43	6	i	12	-2
Cc1ccc(N(CC(=O)N2CCN(Cc3ccccc3)CC2)S(C)(=O)=O)cc1C	-13	7	-2	-1	-4	-2	2	i	-10	-12
CCN(CC)c1ccc(C=Nc2ccc(N(C)C)cc2)c(O)c1	6	4	-2	1	3	-38	-4	i	-25	20
CC1(C)Cc2c(ccc3ccccc23)C(NNC(=O)c2cccnc2)=N1	-14	-1	0	1	2	4	2	i	-8	19

Sorted by formula weight (high to low): some entries from above.
SMILES	Platelet DG rel	HSP90 inh	GSK3 alpha inh	GSK3B inh	HDAC3 inhib	HSF1 activator	DYRK1A inh	PolyA inhibitor	HSF1 inhib	AI-2 QS mod
CCCCn1c(N)c(N(CC(C)C)C(=O)CCNC(=O)c2ccccc2Cl)c(=O)[nH]c1=O	-3	x	1	-2	2	10	10	i	2	u
Cc1ccc(N(CC(=O)N2CCN(Cc3ccccc3)CC2)S(C)(=O)=O)cc1C	-13	7	-2	-1	-4	-2	2	i	-10	-12
O=C(O)CSc1nnc(Cn2cnc3ccccc32)n1CCc1ccccc1	-1	-3	-1	-2	-6	-6	2	i	-5	26
COC(=O)c1sc(S(=O)(=O)NCc2cccs2)c(C(=O)OC)c1C	-2	-1	0	0	x	11	2	i	-3	7
COc1ccc(CNC(=O)COC(=O)c2c[nH]c(=O)[nH]c2=O)cc1OC	-58	-3	x	0	-2	-6	-1	i	-2	-5
COc1cc(-c2nc3cccc(C)n3c2NCC2CCCO2)ccc1O (stereo not given)	21	1	-1	3	-17	24	x	i	31	13
CC1(C)Cc2c(ccc3ccccc23)C(NNC(=O)c2cccnc2)=N1	-14	-1	0	1	2	4	2	i	-8	19
O=C(CSc1nncc2ccccc12)Nc1ccc(C(=O)O)cc1	1	4	1	-2	2	-9	6	i	-5	4
Cc1c(Cl)cccc1NC(=S)NCc1ccc2c(c1)OCO2	24	0	-1	-2	5	43	6	i	12	-2
Cn1c(CNC(=O)C2CCCCC2)cc2cc(Cl)ccc21	-10	-5	1	-4	4	9	x	i	-2	10
CC1(C)COC2(OC1)C(=O)Nc1ccccc12	2	-1	-2	4	2	3	5	i	1	11

Further records follow:
SMILES	Platelet DG rel	HSP90 inh	GSK3 alpha inh	GSK3B inh	HDAC3 inhib	HSF1 activator	DYRK1A inh	PolyA inhibitor	HSF1 inhib	AI-2 QS mod
O=C(NNC1=NS(=O)(=O)c2ccccc21)c1cccc([N+](=O)[O-])c1	5	-1	-1	-1	9	-7	1	i	-7	18
CCc1ccc(NC(=O)N(Cc2cccnc2)Cc2ccco2)cc1	8	1	0	1	8	x	2	i	x	13
CC(NC(=O)CC1Sc2ccccc2NC1=O)c1ccccc1 (stereo not given)	-3	-2	1	1	-3	2	0	i	-4	5
Cc1nc(-c2ccc(F)cc2)c(CC(=O)N2CCN(S(=O)(=O)c3cccc(F)c3)CC2)s1	-14	x	-2	2	x	-2	-4	i	0	-4
CCN(c1ccc(C)c(C)c1)S(=O)(=O)c1ccc2c(c1)CCN2C(=O)CCC(=O)O	5	3	-3	1	-1	2	7	i	-9	27
COc1ccc2oc(=O)c(-c3csc(Nc4cccc(O)c4)n3)cc2c1	-5	0	7	-13	-7	21	29	i	8	-4
O=S1(=O)N=CN(Cc2cccc(F)c2)c2ccccc21	2	-1	-3	0	-1	3	5	i	-5	5
COc1ccc(C2Cc3ccccc3C(=O)O2)cc1 (stereo not given)	-18	-3	3	-3	10	21	16	i	-7	-19
CCCCC(=O)Nc1cccc(-c2csc(-c3ccccc3)n2)c1	8	0	-1	2	11	45	-3	i	28	16
CCC(=O)N1CCc2cc(S(=O)(=O)NCCC(=O)NC3CCCc4ccccc43)ccc21 (stereo not given)	-4	2	3	-1	9	-9	-3	i	6	12
COCn1c(=O)c2c(nc(SC3=NCCS3)n2Cc2ccccc2C)n(COC)c1=O	1	3	-2	-5	-1	41	-8	i	5	9
CC(=O)Nc1ccc(S(=O)(=O)NCC(=O)NNC(=O)COc2ccccc2Cl)cc1	-1	x	x	-6	x	-7	15	i	-4	26
O=C(N/N=C/c1cc(Br)cc(Br)c1O)c1ccncc1	-4	-7	2	-1	2	-6	x	i	-4	-84*
CC(C)CCNC(=O)c1c[nH]c2ccc(S(=O)(=O)N3CCOCC3)cc2c1=O	-35	1	2	0	-3	-6	x	i	-1	9
O=C(COC(=O)/C=C/c1ccccc1Cl)NCCc1ccc(Cl)cc1Cl	-3	-2	0	-2	1	32	-7	i	-7	24
O=C1CC(=O)N(CCc2ccc(F)cc2)C(=O)N1	12	-1	0	0	-5	-18	8	i	-4	18
CN(C1CCS(=O)(=O)C1)S(=O)C12CC3CC(CC(C3)C1)C2 (stereo not given)	-1	0	-4	1	-2	14	0	i	-5	28
Cc1ccccc1OCc1nc2ccccc2c(=O)n1/N=C/c1cn[nH]c1-c1ccc(Br)cc1	-7	3	-1	1	1	-30	-4	i	-7	19
COc1cccc(Nc2nc(N)nc(CCl)n2)c1	2	-1	-1	0	3	32	x	i	13	3
CCC(Oc1ccc(C)cc1)C(=O)Nc1ccc(S(=O)(=O)Nc2nccs2)cc1 (stereo not given)	0	-2	-4	x	1	-1	-7	i	5	x
N#CCCSCc1ccc2oc(C(=O)O)cc2c1	-3	-3	-1	-1	-4	-4	0	i	-10	12
CN1CCN(C2=Nc3cc(F)ccc3Cc3ccccc32)CC1	-1	3	-5	-3	3	-13	x	i	-7	25
O=C(/C=C/c1c[nH]c2ccccc12)c1ccccc1	-1	-4	-1	-1	5	47	5	x	35	4
O=C(COC(=O)c1cc(-c2ccco2)nc2ccccc12)NCc1ccc2c(c1)OCO2	30	1	-1	-22	0	-9	11	i	-7	23
Cc1ccc(CN(C(=O)COc2ccc(Br)cc2)C2CCS(=O)(=O)C2)o1 (stereo not given)	-1	1	x	-1	-2	17	1	i	2	9
Going on with the list.
SMILES	Platelet DG rel	HSP90 inh	GSK3 alpha inh	GSK3B inh	HDAC3 inhib	HSF1 activator	DYRK1A inh	PolyA inhibitor	HSF1 inhib	AI-2 QS mod
CC(C)C(C)(C#N)NC(=O)CN1C(=O)NC2(CCCc3ccccc32)C1=O (stereo not given)	2	3	-4	1	-6	-4	x	i	-8	27
C/C(=N/OCC(=O)Nc1ccccc1)c1cccs1	-7	-3	0	1	3	28	-2	i	7	61
FC(F)(F)c1cc(-c2ccco2)nc(-n2cnc3ccccc32)n1	-6	2	-1	-4	6	-4	-1	i	-5	9
CC(=O)c1nn(-c2ccc(Br)cc2)cc1C(=O)c1ccccc1	0	-5	-1	2	-4	-7	-1	i	-21	3
CSc1ccccc1C(=O)NCc1ccccc1	37	-6	-3	0	0	3	x	i	-4	-6
COc1cc(C(=O)NCCN2C(=O)S/C(=C\c3ccc(F)cc3)C2=O)ccc1OCC(=O)N1CCOCC1	-4	-3	0	-1	0	11	x	i	4	8
O=C(O)C[C@H]1c2ccccc2S(=O)(=O)N1C1CCCCC1	0	x	4	1	6	-14	1	i	3	-5
O=C(CN(Cc1ccccc1Cl)C(=O)c1ccc(CN2CCOCC2)o1)NCc1ccccc1	u	-1	-3	0	4	-4	-3	i	-3	6
COc1ccc(NC(=O)c2cc(-c3ccccc3)on2)cc1	-1	-1	-1	-1	2	16	-2	i	39	-5
CCOC(=O)/C=C1\SCC(=O)N1CC(=O)c1ccc[nH]1	1	5	0	1	-5	-7	-6	i	-10	30

An excerpt, so the mix of outcomes need not match the whole.
